MITF TRPM1 inh = inhibitors of MITF-driven TRPM1 promoter in melanoma cells; hit rate 0.83% among 330,000; SK-MEL-5 TRPM1 promoter luciferase, 24 h; inhibition, % at 12.5 µM; AID 488899;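 active = mean inhibition across replicates of 60% or more, whatever share of single replicates reaches that level; inconclusive = some that reach 60%, reason not given; inactive = mean inhibition across replicates below 60%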; also: values of inactives mirror those of a sister screen read the other way
CaV13 FRET inh = Primary screen for inhibitors of IQ motif and Ca2+-dependent inactivation inhibitor domain binding in CACNA1D, Förster resonance energy transfer in living cells, …. HEK cells, CFP/YFP FRET ICDI-IQ, plate reader, 10 min; percent FRET-ratio fall versus neutral wells. AID 743397. hit rate 0.098% among 340,000. inhibition, % at 12.3 µM;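 active = mean replicate inhibition of at least 30% and at least 1% of replicates passing that level; inconclusive = only one of the two criteria is met; inactive = neither criterion is met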;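 also: 0% = median of the neutral control wells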
NR2E3 ag-1 = agonists of human NR2E3 nuclear receptor | hit rate 0.35% among 360,000 | AID 602229 | inhibition of corepressor binding, % at 3.98 µM | CHO-S Gal4-NCOR/VP16-NR2E3 two-hybrid, luciferase | Q9Y5X4;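 active = inhibition above the mean of all tested compounds plus 3 SD, cut at about 70% in these data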;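 also: 0% = DMSO with NR2E3 transfected cells and 100% = cells lacking NR2E3 construct; higher means lower luciferase signal from less NR2E3 corepressor binding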
Target sequence (Q9Y5X4 whole entry, looked up, the tested form may be a part): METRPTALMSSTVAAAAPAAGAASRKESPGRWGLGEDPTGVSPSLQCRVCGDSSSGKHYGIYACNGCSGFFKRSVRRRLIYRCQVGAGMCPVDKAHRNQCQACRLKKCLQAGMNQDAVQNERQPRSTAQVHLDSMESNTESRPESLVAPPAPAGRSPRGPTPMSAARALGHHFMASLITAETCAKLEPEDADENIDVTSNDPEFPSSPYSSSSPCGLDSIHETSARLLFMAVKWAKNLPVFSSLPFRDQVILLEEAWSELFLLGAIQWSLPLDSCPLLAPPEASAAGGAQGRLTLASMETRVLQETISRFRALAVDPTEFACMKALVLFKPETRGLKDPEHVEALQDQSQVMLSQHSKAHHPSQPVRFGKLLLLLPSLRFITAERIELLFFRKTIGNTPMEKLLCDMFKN
Vif inh = HIV Vif inhibition | HEK293T cells, Vif self-association by quenched fluorescence, imaging, 24 h | inhibition, % at 7.49 µM | hit rate 0.35% among 340,000; in the data active = inhibition above about 50%, passing the limit was not always enough; inconclusive = no clear call, values can overlap the other calls; inactive = below about 31%; also: some results filed as inactive read as strong as hits
HIF-2a block = blocks HIF-2a reporter activity. inhibition, % at 18.8 µM. AID 624352. hit rate 0.72% among 360,000. 786-0 RCC cells HIF-2a reporter, luciferase luminescence, overnight;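 active = inhibition of the luminescence signal of 40% or more relative to plate controls, in a single-dose primary screen at 18.75 µM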
CF NFkB inh = cystic fibrosis NF-kB activation inhibition; KKLEB NF-kB-GFP reporter, PAF-induced, GFP fluorescence overnight; inhibition, % at 5 µM; hit rate 0.86% among 360,000;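 active = at least 50% inhibition at 5 µM, scaled per plate between neutral and stimulator controls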;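 also: PAF is a Pseudomonas aeruginosa culture filtrate used as stimulus; plate controls were PAF-stimulated DMSO wells for no effect and unstimulated DMSO wells for full effect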
NR2E3 ag-2 = agonists of human nuclear receptor NR2E3 | Q9Y5X4 | GST-NR2E3/biotin-RetCOR TR-FRET, 1536-well | inhibition of corepressor binding, % at 4.78 µM | hit rate 0.12% among 320,000 | AID 2300;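 active = percent inhibition above the cutoff of mean plus 3 SD of all tested compounds, set per screening campaign, cut at about 20% in these data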;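 also: 0% = DMSO wells and 100% = biotin wells as full block of FRET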
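System: GST-tagged NR2E3 plus biotinylated RetCOR corepressor; Buffer or medium: pH 7.5 Tris-based buffer; Probe or stimulus: RetCOR corepressor, biotinylated, 7 nM; Doses: compound at 4.8 µM, single dose; Schedule: 5 h incubation at 4 °C; Technique: time-resolved FRET; Evaluation: percent inhibition of TR-FRET ratio; Replication: one well per compound, singlicate testing.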
Peg3 promoter = inhibitors of Peg3 promoter; HeLa PEG-Prom luciferase reporter, luminescence, overnight; AID 588405; inhibition, % at 20 µM; hit rate 1.7% among 360,000;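 active = inhibition of at least 50% at 20 µM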
PDI turbidity = PDI (human) enzyme inhibition. AID 588391. PDI insulin aggregation turbidity, A650, 90 min. hit rate 0.052% among 350,000. inhibition, % at 10 µM;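 active = mean inhibition across replicates of 30% or more, whatever share of single replicates reach that level; inconclusive = mean inhibition below 30% while every single replicate reaches 30%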;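 also: absorbance from insulin aggregation driven by PDI reduction with DTT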
Target sequence (P07237 whole entry, looked up): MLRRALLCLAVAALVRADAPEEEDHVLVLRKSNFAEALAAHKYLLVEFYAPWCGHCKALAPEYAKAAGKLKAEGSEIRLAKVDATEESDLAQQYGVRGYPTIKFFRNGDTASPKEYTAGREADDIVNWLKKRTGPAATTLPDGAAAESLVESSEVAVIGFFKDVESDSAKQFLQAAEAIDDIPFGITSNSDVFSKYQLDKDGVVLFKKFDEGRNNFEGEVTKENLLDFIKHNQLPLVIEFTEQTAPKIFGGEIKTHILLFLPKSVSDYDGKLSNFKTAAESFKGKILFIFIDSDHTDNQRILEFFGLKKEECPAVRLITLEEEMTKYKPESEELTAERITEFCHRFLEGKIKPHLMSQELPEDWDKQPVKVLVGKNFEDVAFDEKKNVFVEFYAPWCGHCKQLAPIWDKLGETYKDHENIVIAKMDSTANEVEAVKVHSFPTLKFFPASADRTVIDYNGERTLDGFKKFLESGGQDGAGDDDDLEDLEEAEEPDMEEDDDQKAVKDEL
KKLEB cytotox = CF airway cell cytotoxicity counter-screen; KKLEB CF airway cells viability, ATPlite luminescence, overnight; active compounds read low; cells stimulated with P. aeruginosa culture filtrate; AID 602141; hit rate 0.36% among 360,000; activity change (cytotoxicity), % at 5 µM;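 active = corrected activity change at or below -50% at 5 µM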
Shn3 3UTR inh = reduces Shn3 3'UTR luciferase signal in osteoblasts | Clone20 osteoblast Shn3 3'UTR firefly luciferase, 24 h | inhibition, % at 12.5 µM | hit rate 0.52% among 360,000 | AID 588674;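 active = mean inhibition of at least 75% with every replicate also reaching 75%; inconclusive = mean inhibition at least 75% but some replicate below; inactive = mean inhibition below 75%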;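 also: 0% = median of neutral control wells and 100% = pilot-screen positive control compound; some compounds past the cut are filed as inactive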
Starred values were filed as active, the others as inactive; ? = inconclusive; · = not tested or not shown.

SMILES	MITF TRPM1 inh	CaV13 FRET inh	NR2E3 ag-1	Vif inh	HIF-2a block	CF NFkB inh	NR2E3 ag-2	Peg3 promoter	PDI turbidity	KKLEB cytotox	Shn3 3UTR inh
O=C(C[n+]1ccc(C(=O)c2ccccc2)cc1)Nc1ccccc1OC(F)F	7	-6	12	-2	9	-1	·	0	3	2	-9
Cc1cnc(C(=O)OCC(=O)c2ccc[nH]2)cn1	-9	-8	-15	14	14	-15	1	-9	2	7	-45
CCCCOC(=O)c1ccc(NC(=O)CSC2=Nc3ccccc3C3CC=NN23)cc1 (configuration not stated)	0	-5	-5	1	-5	13	1	-15	0	-4	9
Fc1ccc(Nc2c(-c3ccco3)nc3ccccn23)cc1	-17	-1	-13	0	-40	-31	-1	-9	-6	-2	-12
Cc1noc(C)c1COC(=O)c1cccnc1Cl	-2	1	-3	-5	8	0	4	7	2	-12	-17
CC(C)(C)c1ccc(C(=O)N2CCN(Cc3ccccc3)CC2)cc1	·	-3	6	-5	-14	18	0	6	-1	-4	-5
CCOC(=O)c1cccc(NC(=O)c2cnccn2)c1	-39	-5	-12	-12	-56	8	-1	-49	0	-11	0
O=C(COc1ccccc1)NCCSc1ccccc1	-43	-6	-103	-1	-193	1	-3	-183	0	8	-144
COc1ccc(C2NCCc3sccc32)cc1 (configuration not stated)	-25	-6	-26	19	-23	2	2	-27	5	-4	3
C=CCn1c(SCC(=O)Nc2cccc3ccccc23)nnc1-c1cnccn1	8	-6	-14	6	14	-1	-1	12	-7	4	-4
Cc1ccc(F)cc1NC(=O)C1C2CCC(O2)C1C(=O)O (configuration not stated)	2	-5	0	4	9	9	1	6	-4	-1	-4
NS(=O)(=O)c1ccc(NC(=S)Nc2cc(Cl)c(Cl)cc2Cl)cc1	0	-2	-5	6	19	8	1	5	-2	9	-19
C/C=C1\NC(=O)[C@H](C)NC(=O)[C@@H](NC(=O)[C@H](Cc2ccc(O)cc2)NC(=O)[C@@H](NC(=O)/C(C)=C/C)C(C)C)[C@@H](C)OC(=O)[C@H](CCCc2ccc(O)cc2)NC(=O)[C@@H](CCC(=O)OC)NC1=O	·	-3	-2	0	14	-3	·	-5	·	4	-1
CC(C)CC(C)N1CCC(n2nccc2NC(=O)CCc2ccccc2)CC1 (configuration not stated)	-12	-2	6	-6	13	-14	-1	2	12	-3	1
CCOC(=O)C1(C)CCCN(C(=O)c2cccc(Cl)c2)C1 (configuration not stated)	·	-5	-7	2	-2	-11	·	4	?	-3	1
CN1CCC(N(C)C(=O)c2sc3cc(F)ccc3c2Cl)CC1	-5	5	-3	16	9	-3	4	12	24	12	-27
O=C(NCc1ccccn1)Nc1cccc(Cl)c1	-135	-9	-120	-15	-238	1	2	-264	?	10	-100
c1ccc2sc(NCC3CCCO3)nc2c1 (configuration not stated)	-52	-4	-78	9	-208	-27	4	-170	-3	10	-19
Cc1cnc(CN(C)C(=O)c2ccc3oc(Cc4ccc(Cl)cc4)nc3c2)[nH]1	-2	-2	-15	-5	-7	12	-3	-13	0	2	2
CCN(CC)C(=O)CSc1nnc2nnc3cc(OC)ccc3n12	·	-7	-12	-5	0	-14	1	-22	-3	10	·
O=C(NCc1ccccc1Cl)c1ccc2sc([C@H]3C[C@H](O)[C@@H](CO)O3)nc2c1	·	-7	-39	·	-17	-12	·	-4	-7	8	7
CC(C)[C@H](NC(=O)c1ccccc1)C(=O)O	7	-1	-2	-1	23	4	0	7	1	7	-13
CCOC(=O)C1=C(CN2CCN(C(=O)c3ccco3)CC2)NC(=O)NC1c1ccccc1 (configuration not stated)	6	·	2	8	4	15	-1	19	1	-12	-19
CCC(=O)c1ccc(OCC(=O)OCC(=O)c2c(N)n(C)c(=O)n(C)c2=O)cc1	-7	-5	9	3	8	-2	-4	10	12	2	-18
COc1cc(OC)c2ccc(=O)oc2c1C(CCN1CCCC(C)C1)c1ccc(N(C)C)cc1 (configuration not stated)	-5	-5	8	-5	-6	14	0	-12	-1	0	3

The list goes on, overlapping the part above by three compounds.
SMILES	MITF TRPM1 inh	CaV13 FRET inh	NR2E3 ag-1	Vif inh	HIF-2a block	CF NFkB inh	NR2E3 ag-2	Peg3 promoter	PDI turbidity	KKLEB cytotox	Shn3 3UTR inh
CCOC(=O)C1=C(CN2CCN(C(=O)c3ccco3)CC2)NC(=O)NC1c1ccccc1 (configuration not stated)	6	·	2	8	4	15	-1	19	1	-12	-19
CCC(=O)c1ccc(OCC(=O)OCC(=O)c2c(N)n(C)c(=O)n(C)c2=O)cc1	-7	-5	9	3	8	-2	-4	10	12	2	-18
COc1cc(OC)c2ccc(=O)oc2c1C(CCN1CCCC(C)C1)c1ccc(N(C)C)cc1 (configuration not stated)	-5	-5	8	-5	-6	14	0	-12	-1	0	3
CCOC(=O)C1CCCN(C(=O)/C=C/c2ccc(OC)cc2)C1 (configuration not stated)	-11	-4	-19	3	-5	-2	-1	2	5	-3	-2
CCC(C(=O)NCCc1ccccc1)c1ccccc1 (configuration not stated)	-1	-12	-14	-9	-1	-12	3	12	2	-8	10
COc1ccc(NC(=O)COc2coc(CN3CCc4ccccc4C3)cc2=O)cc1	9	-6	-7	-2	8	-45	1	9	5	16	13
CCC(C)N(C(=O)COC(=O)C1C(C(=O)OC)=C(C)NC(C)=C1C(=O)OC)C1CCS(=O)(=O)C1 (configuration not stated)	5	-21	2	-2	17	0	1	0	-7	-5	-3
NC(=O)CSc1nc2ccccc2c(=O)n1Cc1ccco1	12	-5	-18	-1	-1	-2	3	9	29	6	-6
COc1ccc(OCC(=O)NS(=O)(=O)c2ccc(Cl)cc2)cc1	-2	-3	-21	18	14	0	5	15	-1	-1	10
Cn1c(=S)c2[nH]c(SCC3CCCO3)nc2n(C)c1=O (configuration not stated)	2	-6	53	-2	-4	-2	·	4	22	-28	-2
COc1ccc(CN2CCNC(=O)C2CC(=O)NCCc2nc(C)c3c(n2)CCC3)cc1C (configuration not stated)	-15	-6	-23	10	-2	-2	-2	11	1	-5	-16
Cc1cccc(C)c1OCc1cc(C(=O)NCC2COCCO2)no1 (configuration not stated)	5	-2	8	1	-23	8	0	-36	-4	-10	-3
CC1=C(C(=O)OCC(C)C)C23C(=O)c4ccccc4C2(O1)OC(N)=C3C#N (configuration not stated)	16	-9	-9	-2	-1	3	2	-4	-3	-19	9
COc1ccc(NC(=O)C2CCCN2S(=O)(=O)c2cccc3nsnc23)c(OC)c1 (configuration not stated)	7	·	12	-4	0	-24	2	-8	-4	16	-13
Cc1ccc(C(=O)NCc2ccccn2)cc1S(=O)(=O)N1CCOCC1	0	-5	-16	10	11	-3	1	7	-3	-18	-16
COc1ccc(C(CNC(=O)CCNS(=O)(=O)c2ccc(C)cc2)N2CCOCC2)cc1 (configuration not stated)	-6	-4	-17	0	-2	21	-2	2	-4	-9	1
CN1CCN(C(=S)NC(=O)/C=C/c2ccccc2)CC1	4	-8	10	-1	-22	17	0	0	-2	2	-16
O=C1/C(=C2\C(=O)N(Cc3ccc(F)cc3)c3ccccc32)SC(=S)N1CCS(=O)(=O)O	5	-2	-7	-3	9	6	3	3	-4	19	-22
CC(C)(C)NC(=O)Cn1c(-c2nonc2N)nc2ccccc21	-5	·	-13	-3	7	-6	1	11	-8	-4	7
Cc1cccn2c(CN(C)C3CCOC3)c(C(=O)N3CCCCC3)nc12 (configuration not stated)	9	-6	-29	-8	15	3	-4	16	1	14	-5
Cc1nc2sc(C(=O)c3ccccc3)c(N)c2c2c1CCCC2	-40	-7	-109	-2	-297	-36	-1	-152	12	-32	-14
O=C(O)c1ccc(-c2cccc(Cl)c2)o1	-7	-8	-12	11	1	6	3	12	6	-6	-8
CC(C)N1CCc2c(sc(NC(=O)c3ccc(C(=O)c4ccccc4)cc3)c2C(N)=O)C1	3	-10	-12	-7	7	7	0	59*	-7	-13	20
Cc1ccc(C)c(S(=O)(=O)N2CCCCC2CCNC(=O)C(=O)NC2CC2)c1 (configuration not stated)	13	-15	3	-1	24	14	-4	20	-1	-20	-1
CCCCNC(=O)CCc1c(C)nc2nc(-c3cc(OC)cc(OC)c3)nn2c1C	-6	-8	4	0	9	13	2	4	0	-10	-26
O=C(Nc1ccc(N2CCN(C(=O)c3ccccc3)CC2)cc1)c1ccc2c(c1)OCO2	-9	-5	66	·	-22	4	1	-32	-4	12	22
COc1ccc(C(=O)NNC(=O)C(C)NC(=O)c2ccccc2NC(=O)c2ccco2)cc1 (configuration not stated)	-13	-6	-2	-7	10	-1	1	-26	2	-8	9
CCOc1ccccc1C(=O)NC1CCN(Cc2nnnn2C2CCCC2)CC1	9	-4	-18	-6	11	6	·	13	2	6	-6
SMILES	MITF TRPM1 inh	CaV13 FRET inh	NR2E3 ag-1	Vif inh	HIF-2a block	CF NFkB inh	NR2E3 ag-2	Peg3 promoter	PDI turbidity	KKLEB cytotox	Shn3 3UTR inh
Cc1cccc(NC(=O)C2CC(=O)N/C(=N/N=C/c3ccco3)S2)c1 (configuration not stated)	-1	-17	9	-1	17	-3	7	4	-9	3	3
Cn1ccc2c(-c3cccnc3)cc3c(c21)C1CCC3O1 (configuration not stated)	·	-4	5	·	10	-3	·	4	·	-2	1
Cc1cc(C)c(NC(=O)C2CC(=O)N(C(C)C)C2)c(C)c1 (configuration not stated)	5	-6	9	-5	8	-3	0	7	6	9	7
CC1=C(C(=O)N2CCOCC2)CC(CC(=O)NC2CCCC2)C(=O)N1Cc1ccccc1 (configuration not stated)	·	-5	-9	1	7	-4	·	-26	6	3	6
CC(C)(C)S(=O)N1Cc2cc(=O)n(Cc3ccccc3)c(CCO)c2[C@@H]1CCO (some centres not stated)	9	-6	-19	·	10	-28	·	-1	-1	4	-5
CCCc1ccc(NC(C)C(=O)Nc2ccc(S(=O)(=O)N3CCOCC3)cc2)cc1 (configuration not stated)	-6	-6	-25	-16	10	1	·	23	17	7	30
COC(=O)c1c(NC(=S)Nc2ccccc2Cl)sc(C)c1C	12	·	-19	0	-22	-10	10	2	-5	9	11
CC(c1nccs1)N(C)C(=O)c1ccc(OC2CCN(CCc3ccccc3)CC2)cc1 (configuration not stated)	4	·	5	17	7	12	5	4	-6	-19	18
CC1(C(=O)NS(=O)(=O)c2ccccc2)CCN1C(=O)CCc1ccccc1 (configuration not stated)	·	-7	1	-12	2	9	·	0	6	6	-22
Cc1ccccc1NC(=O)c1ccc(Cn2cc([N+](=O)[O-])cn2)o1	1	-15	-7	14	12	-4	1	14	0	9	5
COCCNC(=O)[C@H](C)[C@H]1C[C@]1(C)[C@H](NC(=O)OCc1ccccc1)c1ccccc1	-5	-11	-4	7	-15	-7	3	-7	-16	8	14

Screening results deposited in PubChem BioAssay by several laboratories.
